Vif inh = inhibitors of HIV Vif; 0.35% of 340,000 active; inhibition, % at 7.49 µM; HEK293T cells, Vif self-association by quenched fluorescence, imaging, 24 h; in the data active means inhibition above about 50%, passing the limit was not always enough; further: some results filed as inactive read as strong as hits
aDG glyco act = increases alpha dystroglycan glycosylation; activation, % at 10 µM; Pro5-aDG cells, alpha-DG glycosylation AlphaScreen (IIH6); 0% Pro5, 100% B10-LARGE cell signal; AID 624168; 0.22% of 360,000 active;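 active means activation of at least 8% versus controls, or a plate z-score of at least 8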;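 further: Pro5 are CHO cells carrying HIG-tagged alpha-DG that lacks glycosylation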
ABCB6 inh 2 = human ABCB6 transporter inhibition | Q9NP58 | K562-ABCB6 porphyrin accumulation, flow cytometry, 1 h; stronger effect = lower value | fluorescence ratio to DMSO, % at 10 µM | 0.19% of 360,000 active | AID 602162;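 active means fluorescence ratio to DMSO below 75%, the collection mean minus 3 SD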;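 further: signal is porphyrin accumulated inside mitochondria; 100% equals median channel fluorescence of DMSO control wells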
Target sequence (Q9NP58 whole entry, looked up): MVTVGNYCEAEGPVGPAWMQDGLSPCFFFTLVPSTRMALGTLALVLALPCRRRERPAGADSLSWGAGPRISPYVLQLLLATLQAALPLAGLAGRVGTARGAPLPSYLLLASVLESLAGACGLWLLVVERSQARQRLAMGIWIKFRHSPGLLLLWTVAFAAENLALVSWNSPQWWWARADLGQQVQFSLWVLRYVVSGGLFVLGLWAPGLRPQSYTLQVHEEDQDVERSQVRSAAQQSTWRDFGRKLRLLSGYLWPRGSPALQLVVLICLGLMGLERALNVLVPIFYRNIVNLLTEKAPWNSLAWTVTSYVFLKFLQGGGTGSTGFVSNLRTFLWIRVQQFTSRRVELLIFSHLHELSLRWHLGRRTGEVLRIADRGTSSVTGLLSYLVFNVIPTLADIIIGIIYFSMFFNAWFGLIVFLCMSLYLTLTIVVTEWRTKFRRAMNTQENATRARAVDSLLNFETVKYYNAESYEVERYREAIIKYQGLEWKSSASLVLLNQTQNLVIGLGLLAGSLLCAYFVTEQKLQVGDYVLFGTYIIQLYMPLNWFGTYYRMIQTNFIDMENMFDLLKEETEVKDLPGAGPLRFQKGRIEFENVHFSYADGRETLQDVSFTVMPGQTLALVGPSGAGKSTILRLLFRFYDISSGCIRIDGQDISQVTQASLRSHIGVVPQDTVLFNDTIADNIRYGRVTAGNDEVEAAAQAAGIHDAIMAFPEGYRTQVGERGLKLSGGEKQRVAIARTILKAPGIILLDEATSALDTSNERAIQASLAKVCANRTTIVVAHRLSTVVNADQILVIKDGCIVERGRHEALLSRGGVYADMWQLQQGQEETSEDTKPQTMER
MC4R antagonist = blocks human MC4R cAMP signaling; 0.48% of 360,000 active; P32245; MC4R-expressing cells, MTII-stimulated cAMP, LANCE TR-FRET; inhibition, % at 6.5 µM;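 active means inhibition above its plate's cutoff, the mean of tested wells on that plate plus 3 SD, cut at about 29% in these data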;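 further: 0% = Melanotan II alone and 100% = Melanotan II plus saturating MCL0020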
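material = U2OS cells stably expressing human melanocortin 4 receptor (MC4R) | also added = Melanotan II challenge | dosing = single nominal compound dose of 6.5 µM | detection = TR-FRET with Eu-cAMP and labeled anti-cAMP, 671 nm | replication = singlicate | timing = compound 30 min, challenge 1 h, detection 1 h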
MC4R ag barr = activates human MC4R beta-arrestin recruitment. 0.98% of 360,000 active. U2OS MC4R beta-arrestin complementation, luminescence; percent of melanotan II response, DMSO zero. AID 540308. activation, % at 8.9 µM. P32245;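 active means activation above a per-plate cutoff, the mean activation of sample wells on that plate plus 3 SD, cut at about 8% in these data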
N-glyco inh = blocks N-linked glycosylation in D54 reporter cells; D54 ERlucT glycosylation luciferase reporter, 24 h; percent of 100 nM tunicamycin response; reporter increase, % at 12.5 µM; 0.23% of 360,000 active;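 active means mean luciferase reporter signal, scaled so untreated is 0 and the glycosylation-blocking control 100, at or above a set limit in every replicate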;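 further: luciferase carries N-glycosylation sites so blocking glycosylation raises the light; 0% = median of neutral control wells and 100% = median of 100 nM tunicamycin wells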
CaV13 ICDI inh = Disruptors of the CACNA1D IQ motif to Ca2+-dependent inactivation inhibitor domain association, primary screening, Förster resonance energy transfer in intact living …; HEK cells, CFP/YFP FRET ICDI-IQ, plate reader, 10 min; percent FRET-ratio fall versus neutral wells; inhibition, % at 12.3 µM; 0.098% of 340,000 active;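 active means mean replicate inhibition of at least 30% and at least 1% of replicates passing that level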;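 further: 0% = median of the neutral control wells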
Cardio protect = protects H9c2 cardiomyocytes from peroxide injury; protection from H2O2 cell death, % at 20 µM; 0.63% of 360,000 active; H2O2 injury protection, ATPLite, 2 h;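 active means compounds giving at least 50% protection of heart cells from peroxide-induced death in the single-dose screen, raw or plate-pattern-corrected value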;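 further: 0% = DMSO wells with peroxide and 100% = DMSO wells without peroxide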
HTR2A ag = mouse HTR2A agonism via beta-arrestin recruitment | P35363 | CHO-K1 mHTR2A beta-arrestin complementation, luminescence; percent of 30 µM serotonin response | activation, % at 7.6 µM | 0.66% of 360,000 active;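 active means activation above a run cutoff, the mean activation of all tested compounds plus 3 SD, cut at about 14% in these data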;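 further: 0% = plate median of compound wells and 100% = 30 µM serotonin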
PDI inh = blocks human protein disulfide isomerase activity; PDI insulin aggregation turbidity, A650, 90 min; 0.052% of 350,000 active; P07237; inhibition, % at 10 µM;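 active means mean inhibition across replicates of 30% or more, whatever share of single replicates reach that level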;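 further: absorbance from insulin aggregation driven by PDI reduction with DTT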
The depositor's hits bear a star.

For CCN(CC(=O)NC)S(=O)(=O)c1ccc(C)cc1 the results were Vif inh -11, aDG glyco act -0.1, ABCB6 inh 2 92, MC4R antagonist 8, MC4R ag barr -0.1, N-glyco inh 0, CaV13 ICDI inh 0, Cardio protect -5, HTR2A ag 0 and PDI inh -4.
Screening O=C(NC(=S)N1CCc2ccccc21)c1ccccc1Cl returned Vif inh -4, aDG glyco act 0.2, ABCB6 inh 2 92, MC4R antagonist 2, MC4R ag barr -1.8, N-glyco inh 5, CaV13 ICDI inh -5, Cardio protect 0, HTR2A ag 6 and PDI inh 11.
Screening COCCCN=Cc1c(C)[nH]n(-c2ccc(Br)c(C)c2)c1=O returned Vif inh 16, aDG glyco act 0.0, ABCB6 inh 2 101, MC4R antagonist -2, MC4R ag barr -1.2, N-glyco inh -16, CaV13 ICDI inh -5, Cardio protect 0, HTR2A ag 2 and PDI inh 3.
`Oc1ccc(Cl)cc1C=Nc1ccc2c3c(cccc13)CC2` gave aDG glyco act -0.3, ABCB6 inh 2 100, MC4R antagonist 3, MC4R ag barr -2.8, N-glyco inh 0, CaV13 ICDI inh -5, Cardio protect 91*, HTR2A ag -2 and PDI inh -3.
Cc1onc(-c2ccccc2)c1C(=O)O/N=C(\N)c1ccc([N+](=O)[O-])o1 was read as Vif inh -4, aDG glyco act 0.2, ABCB6 inh 2 98, MC4R antagonist 2, MC4R ag barr -1.7, N-glyco inh 4, CaV13 ICDI inh -4, Cardio protect 16, HTR2A ag 0 and PDI inh 4.
For CCc1nnc(NC(=O)CSc2nnc(Cc3ccccc3)n2Cc2ccccc2)s1 the results were Vif inh 3, aDG glyco act 0.1, ABCB6 inh 2 93, MC4R antagonist 4, MC4R ag barr -0.9, N-glyco inh 1, Cardio protect 20, HTR2A ag 3 and PDI inh 7.
For CCSc1ncc(C#N)c(N)n1 the results were Vif inh -12, aDG glyco act -0.1, ABCB6 inh 2 92, MC4R antagonist -4, MC4R ag barr -0.4, N-glyco inh 1, CaV13 ICDI inh -4, Cardio protect 8, HTR2A ag 2 and PDI inh -1.
CCC12CN(C(=O)c3ccco3)CC(CC)(CN(C(=O)c3ccco3)C1)C2=O was read as Vif inh 8, aDG glyco act -0.1, ABCB6 inh 2 99, MC4R antagonist -3, MC4R ag barr -2.8, N-glyco inh 1, Cardio protect 9, HTR2A ag -4 and PDI inh 0.
CCN(CC)CCN(CC(=O)N(C1CCCCC1)C1CCCCC1)C(=O)c1ccco1 was read as Vif inh 25, aDG glyco act -0.7, ABCB6 inh 2 100, MC4R antagonist 5, MC4R ag barr -0.8, N-glyco inh 0, CaV13 ICDI inh 1, Cardio protect 4, HTR2A ag -1 and PDI inh -2.
Screening Cc1ccc(F)cc1NC(=O)c1cccc2nccnc12 returned Vif inh 6, aDG glyco act -0.2, ABCB6 inh 2 100, MC4R antagonist 6, MC4R ag barr -2.1, N-glyco inh 1, CaV13 ICDI inh -9, Cardio protect -4, HTR2A ag -2 and PDI inh 7.

Five records picked at random from those above:
Cc1onc(-c2ccccc2)c1C(=O)O/N=C(\N)c1ccc([N+](=O)[O-])o1 was read as Vif inh -4, aDG glyco act 0.2, ABCB6 inh 2 98, MC4R antagonist 2, MC4R ag barr -1.7, N-glyco inh 4, CaV13 ICDI inh -4, Cardio protect 16, HTR2A ag 0 and PDI inh 4.
Screening O=C(NC(=S)N1CCc2ccccc21)c1ccccc1Cl returned Vif inh -4, aDG glyco act 0.2, ABCB6 inh 2 92, MC4R antagonist 2, MC4R ag barr -1.8, N-glyco inh 5, CaV13 ICDI inh -5, Cardio protect 0, HTR2A ag 6 and PDI inh 11.
For CCSc1ncc(C#N)c(N)n1 the results were Vif inh -12, aDG glyco act -0.1, ABCB6 inh 2 92, MC4R antagonist -4, MC4R ag barr -0.4, N-glyco inh 1, CaV13 ICDI inh -4, Cardio protect 8, HTR2A ag 2 and PDI inh -1.
CCC12CN(C(=O)c3ccco3)CC(CC)(CN(C(=O)c3ccco3)C1)C2=O was read as Vif inh 8, aDG glyco act -0.1, ABCB6 inh 2 99, MC4R antagonist -3, MC4R ag barr -2.8, N-glyco inh 1, Cardio protect 9, HTR2A ag -4 and PDI inh 0.
CCN(CC)CCN(CC(=O)N(C1CCCCC1)C1CCCCC1)C(=O)c1ccco1 was read as Vif inh 25, aDG glyco act -0.7, ABCB6 inh 2 100, MC4R antagonist 5, MC4R ag barr -0.8, N-glyco inh 0, CaV13 ICDI inh 1, Cardio protect 4, HTR2A ag -1 and PDI inh -2.

Following part
`O=C(O)CCCCNS(=O)(=O)/C=C/c1ccccc1` gave Vif inh -7, aDG glyco act -0.2, ABCB6 inh 2 95, MC4R antagonist -3, MC4R ag barr -1.9, N-glyco inh -1, CaV13 ICDI inh -4, Cardio protect 0, HTR2A ag 0 and PDI inh -3.
For CCOC(=O)c1c(COC(=O)c2ccco2)nc2ccccc2[n+]1[O-] the results were Vif inh -2, aDG glyco act -0.1, ABCB6 inh 2 92, MC4R antagonist 8, MC4R ag barr -1.5, N-glyco inh 6, Cardio protect 6, HTR2A ag 2 and PDI inh -11.
`O=C(Nc1ccc(Cl)cc1)C1CCCN(S(=O)(=O)c2cnc[nH]2)C1` (stereo unspecified) gave Vif inh 0, aDG glyco act -0.1, ABCB6 inh 2 99, MC4R antagonist 4, MC4R ag barr 0.0, N-glyco inh 0, CaV13 ICDI inh 6, Cardio protect -2, HTR2A ag -1 and PDI inh 7.
`COc1ccc(CC(=O)OCCc2cc3cc(OC)c(OC)cc3c(=O)o2)cc1` gave aDG glyco act 1.2, ABCB6 inh 2 97, MC4R antagonist 5, MC4R ag barr -1.9, N-glyco inh -5, CaV13 ICDI inh -8, Cardio protect -1, HTR2A ag 5 and PDI inh 1.
`O=C(COC(=O)c1ccc(Cl)c([N+](=O)[O-])c1)Nc1ccccc1OC(F)F` gave Vif inh 4, aDG glyco act -0.2, ABCB6 inh 2 82, MC4R antagonist 34*, MC4R ag barr -1.7, N-glyco inh 0, CaV13 ICDI inh -2, Cardio protect -3, HTR2A ag 1 and PDI inh 1.
CCOc1ccccc1-n1c(SCC(N)=O)nnc1-c1ccc(O)cc1 was read as Vif inh 4, aDG glyco act -0.2, ABCB6 inh 2 96, MC4R antagonist -2, MC4R ag barr -0.6, N-glyco inh 2, CaV13 ICDI inh -6, Cardio protect -5, HTR2A ag 2 and PDI inh 9.
COc1ccc(C(=O)N(C)[C@H]2C[C@H]3c4[nH]c5ccccc5c4CCN3C[C@H]2[C@H](C)O)cc1 was read as Vif inh -4, aDG glyco act 0.0, ABCB6 inh 2 100, N-glyco inh 2, CaV13 ICDI inh -8, Cardio protect 0 and HTR2A ag -1.
O=C1CCC([N+](=O)[O-])C(c2ccc3c(c2)OCO3)N1 (stereo unspecified) was read as Vif inh -4, aDG glyco act 0.1, ABCB6 inh 2 99, MC4R antagonist 16, MC4R ag barr -0.7, N-glyco inh 2, CaV13 ICDI inh -4, Cardio protect -2, HTR2A ag -5 and PDI inh -2.
For Cn1c(=O)c2[nH]c(CCNC(=O)c3ccccc3)nc2n(C)c1=O the results were Vif inh 10, aDG glyco act 0.1, ABCB6 inh 2 80, MC4R antagonist -5, MC4R ag barr -2.6, N-glyco inh 1, CaV13 ICDI inh -11, Cardio protect 5, HTR2A ag 2 and PDI inh -15.
`CCN(C(=O)N1CCOCC1)c1ccccc1C` gave Vif inh 3, aDG glyco act -0.1, ABCB6 inh 2 99, MC4R antagonist 14, MC4R ag barr 0.0, N-glyco inh 3, CaV13 ICDI inh 5, Cardio protect -3, HTR2A ag -3 and PDI inh -2.
`Oc1ccccc1-c1nnc(COc2ccccc2)o1` gave Vif inh 3, aDG glyco act 0.0, ABCB6 inh 2 104, MC4R antagonist 2, MC4R ag barr 0.1, N-glyco inh -1, CaV13 ICDI inh -2, Cardio protect 6 and HTR2A ag -6.
Cc1nc(N/C(N)=N/S(=O)(=O)c2ccccc2)nc2ccccc12 was read as Vif inh 11, aDG glyco act 0.5, ABCB6 inh 2 92, MC4R antagonist 7, MC4R ag barr -1.2, N-glyco inh 2, CaV13 ICDI inh -6, Cardio protect 2, HTR2A ag 1 and PDI inh -6.
CCOC(=O)c1c(C2CC2)csc1NC(=O)COC(=O)CCS(=O)(=O)c1ccc(C)cc1 was read as Vif inh 6, aDG glyco act -0.2, ABCB6 inh 2 94, MC4R antagonist 3, MC4R ag barr 0.1, N-glyco inh 0, CaV13 ICDI inh -6, Cardio protect 3, HTR2A ag 2 and PDI inh 14.
For CN(c1ccccc1)S(=O)(=O)c1ccc2[nH]c(=O)oc2c1 the results were Vif inh 12, aDG glyco act -0.1, ABCB6 inh 2 107, MC4R antagonist 15, MC4R ag barr -0.4, N-glyco inh 3, CaV13 ICDI inh -7, Cardio protect -1, HTR2A ag -5 and PDI inh 9.
`COc1c2ccc(OCC/C(C)=C/C(=O)C=C(C)C)cc2nc2occc12` gave Vif inh -2, aDG glyco act 0.3, ABCB6 inh 2 102, MC4R antagonist 3, MC4R ag barr 5.0, N-glyco inh 4, CaV13 ICDI inh -10, Cardio protect -5, HTR2A ag 2 and PDI inh -3.
Screening O=C(NC1CCCC1)c1cccc(Cn2cc([N+](=O)[O-])cn2)c1 returned Vif inh -5, aDG glyco act -0.1, ABCB6 inh 2 100, MC4R antagonist 2, MC4R ag barr -3.2, N-glyco inh 0, CaV13 ICDI inh -3, Cardio protect -2, HTR2A ag 2 and PDI inh 4.
For Cc1cc(C=O)c(C)n1-c1ccc(NC2CCCC2)c([N+](=O)[O-])c1 the results were Vif inh 2, aDG glyco act -0.1, ABCB6 inh 2 97, MC4R antagonist 26, MC4R ag barr 2.9, N-glyco inh -4, CaV13 ICDI inh 10, Cardio protect -10, HTR2A ag 2 and PDI inh -4.
`COc1cccc(CN2CCN(C(=O)c3cc(-c4cccnc4)nc4ccc(C)cc34)CC2)c1` gave Vif inh -3, aDG glyco act -0.9, ABCB6 inh 2 97, MC4R antagonist 20, MC4R ag barr 0.1, N-glyco inh -3, CaV13 ICDI inh 1, Cardio protect 50*, HTR2A ag -4 and PDI inh 8.
Fc1ccc(/C=N\Nc2cccc(F)c2)cc1 was read as Vif inh 7, aDG glyco act -0.1, ABCB6 inh 2 94, MC4R antagonist -3, MC4R ag barr -1.9, N-glyco inh 0, CaV13 ICDI inh -20, Cardio protect -1, HTR2A ag -4 and PDI inh -3.
For CCOc1ccc(NC(=O)N2CCC(NC(=O)C(Cc3cccc(F)c3)NC(C)=O)CC2)cc1 (stereo unspecified) the results were Vif inh 24, aDG glyco act 0.1, ABCB6 inh 2 99, MC4R antagonist 1, MC4R ag barr 0.4, N-glyco inh 1, CaV13 ICDI inh -3, Cardio protect -3, HTR2A ag -10 and PDI inh -9.
`CC(C)C1Cc2c(sc3[nH]c(=S)n(Cc4ccccc4)c(=O)c23)CO1` (stereo unspecified) gave Vif inh 7, aDG glyco act -0.4, ABCB6 inh 2 81, MC4R antagonist 3, MC4R ag barr 0.7, N-glyco inh -1, CaV13 ICDI inh 1, Cardio protect 10, HTR2A ag -1 and PDI inh 0.
